Phagocyt inh: inhibitors of macrophage phagocytosis, primary screen, imaging, J774A.1 cells, IgG beads. inhibition, % at 5 µM. actives 0.07% (n = 110,000). J774A.1 macrophage IgG-bead phagocytosis. AID 1029, 2008;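 active = inhibition above the mean of the plate negative controls plus 5 SD, cut at about 13% in these data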;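 note: phagocytic index as fraction of beads internalized from green versus red external bead signal; plate controls were DMSO negative control for no effect and cytochalasin-D positive control for full effect; some results beyond the cut were filed as inactive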
NPY Y2 blocker: NPY-Y2 receptor antagonists, primary screen, cell-based | NPY-Y2 expressing cells, antagonist mode | Neuropeptide Y receptor type 2 (Homo sapiens), P49146 | inhibition, % at 2.7 µM | actives 0.99% (n = 140,000); in the data active = inhibition above about 17%;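 note: 0% = vehicle with agonist challenge and 100% = reference antagonist with challenge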
Target sequence (P49146 whole entry, looked up): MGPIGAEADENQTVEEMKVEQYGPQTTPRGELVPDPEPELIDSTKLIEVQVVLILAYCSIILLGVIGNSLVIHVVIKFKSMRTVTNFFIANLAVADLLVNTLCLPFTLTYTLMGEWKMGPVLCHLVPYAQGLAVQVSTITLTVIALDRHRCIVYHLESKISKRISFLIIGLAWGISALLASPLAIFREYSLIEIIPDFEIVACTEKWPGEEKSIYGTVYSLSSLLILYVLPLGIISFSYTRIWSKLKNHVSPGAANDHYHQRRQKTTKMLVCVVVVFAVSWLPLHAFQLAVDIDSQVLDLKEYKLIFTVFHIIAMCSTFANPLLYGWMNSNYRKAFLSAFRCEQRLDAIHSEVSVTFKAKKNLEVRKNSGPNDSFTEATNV
MRP1 act: H69AR viability gain despite doxorubicin, primary screen, MRP-1 activator project, H69AR cells, CellTiter-Glo | viability increase, % at 10 µM | viability rescue | actives 0.61% (n = 140,000);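 active = viability gain under doxorubicin at or above a set limit, the compound median plus 3 SD, cut at about 4.7% in these data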;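 note: MRP-1 overexpressing cells given doxorubicin 25 µM after compound pretreatment; 18-22 h compound pretreatment then 72 h with doxorubicin before readout; 0% = doxorubicin-only wells and 100% = vehicle-treated cells without doxorubicin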
Yeast life ext: compounds extending yeast replicative lifespan, primary screen, S. cerevisiae, OD615 | actives 0.68% (n = 130,000) | inhibition of the nicotinamide effect, % at 10 µM | S. cerevisiae growth with nicotinamide; deaD strain in restrictive glucose medium;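 active = inhibition above a set limit, placed 3 SD over the median of all compounds, cut at about 26% in these data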;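 note: 0% = nicotinamide-treated wells and 100% = cells grown without nicotinamide; some compounds called inactive have numbers as strong as hits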
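assay system = DeaD-strain S. cerevisiae | buffer or medium = restrictive glucose medium | reagent = 1.5 mM nicotinamide | compound = 10 µM single point, 0.25% DMSO | incubation = 48 h compound exposure at 30 °C, humidified | signal = OD615 measurement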
E-sel TNF inh: E-selectin induction blockers in HUVEC – imaging, immunofluorescence, high content, primary screen; HUVEC TNFa-induced E-selectin immunofluorescence; inhibition, % at 2 µM; actives 0.71% (n = 120,000); AID 1246, 2008;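 active = inhibition above the batch mean plus 3 SD, and confirmed as a hit on visual image review, cut at about 43% in these data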;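 note: 0% = TNF-stimulated DMSO wells and 100% = unstimulated control wells; not every result past the cut was called active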
GALR2 antag: GALR2 antagonists in receptor-expressing cells, primary screen; Galanin receptor type 2 (Homo sapiens), O43603; antagonist mode; inhibition, % at 4 µM; actives 0.39% (n = 140,000); AID 828, 2007; in the data active = inhibition above about 27%;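 note: cells stimulated with galanin 1-16 at roughly its EC80; 0% = agonist challenge control and 100% = basal control without agonist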
Target sequence (O43603 whole entry, looked up): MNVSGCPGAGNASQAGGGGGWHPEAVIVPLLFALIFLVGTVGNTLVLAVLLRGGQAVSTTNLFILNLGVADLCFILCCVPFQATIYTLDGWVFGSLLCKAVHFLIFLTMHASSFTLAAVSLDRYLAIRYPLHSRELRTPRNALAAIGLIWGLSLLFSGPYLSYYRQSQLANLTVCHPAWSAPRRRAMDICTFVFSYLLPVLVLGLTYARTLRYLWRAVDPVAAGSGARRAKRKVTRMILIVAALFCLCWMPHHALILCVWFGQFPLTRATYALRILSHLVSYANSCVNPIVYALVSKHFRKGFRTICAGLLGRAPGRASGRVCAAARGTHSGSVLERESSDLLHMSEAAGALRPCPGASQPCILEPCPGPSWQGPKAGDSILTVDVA
HCT116 PTEN-null: growth suppression of PTEN-null HCT116, primary screen, cell-based, CellTiter-Glo; HCT116 PTEN-null viability, 60 h; active compounds read low; viability, % at 10 µM; actives 1.2% (n = 140,000); AID 827, 2007;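 active = viability at or below a set limit, 4 SD under the median of all tested compounds, cut at about 3.7% in these data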;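 note: PTEN knockout HCT116 line with beta catenin targeted HCT116 as companion control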
BB579 growth dn: growth inhibitors of yeast BB579 in restrictive medium, primary screen, yeast lifespan-shortening project, S. cerevisiae | OD615, 48 h | AID 804, 2007 | actives 0.51% (n = 140,000) | inhibition, % at 10 µM;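 active = inhibition above a set limit, 3 SD over the mean compound inhibition, cut at about 44% in these data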; note: inactives centre near -24
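test system = yeast BB579 (DeaD) | buffer or medium = restrictive CSMM-D medium | doses = single compound dose of 10 µM, 0.25% DMSO final | times = 4 h preincubation and 48 h exposure at 30 °C | technique = culture absorbance at 615 nm | benchmarks = amphotericin B 10 µg/mL, positive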
bCat KO growth: primary screen for growth suppressors in beta-catenin knockout HCT116 cells (colon tumor, human). AID 818, 2007. viability, % at 10 µM. actives 1.5% (n = 140,000). HCT116 beta-catenin knockout viability, CellTiter-Glo, 60 h; active compounds read low;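 active = viability at or under a set limit, the compound median less 4 SD, cut at about 6% in these data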;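 note: 0% = Hyamine 1622 control at 20 µM and 100% = untreated cell control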
Measles CPE: compounds protecting cells from measles virus cytopathic effect, primary screen, measles RdRp inhibitor project, single point, MLSMR library, absorbance. Measles virus-infected cells, CPE protection. protection (pct of control), % at 4 µM. actives 1.5% (n = 140,000); in the data active = protection mostly above about 24%, no sharp cut-off; inactive = mostly below about 26%; note: some compounds called inactive have numbers as strong as hits
* = called active by the depositor; & = joins results of further samples.

What do the screens show for `CCCn1c(C)cc(/C=C(\C#N)C(=O)O)c1C`?
Phagocyt inh: -13; NPY Y2 blocker: 0; MRP1 act: 4.2; Yeast life ext: -2; GALR2 antag: 0; HCT116 PTEN-null: 98; BB579 growth dn: 5; bCat KO growth: 89; Measles CPE: 7

How did O=C(Cn1cc2c(n1)CCCC2)NCCCN1CCN(C2CCCCC2)CC1 do in these assays?
Phagocyt inh: 0; NPY Y2 blocker: 0; MRP1 act: -4.0; Yeast life ext: -7; E-sel TNF inh: -35; GALR2 antag: 17; HCT116 PTEN-null: 83; BB579 growth dn: 21; bCat KO growth: 81; Measles CPE: 16

Results for O=S(=O)(c1ccccc1)N1CCN(c2nc(-c3cccs3)nc3ccccc23)CC1 ?
Phagocyt inh: -6; NPY Y2 blocker: 3; MRP1 act: 4.0; Yeast life ext: 2; E-sel TNF inh: -4; GALR2 antag: 2; HCT116 PTEN-null: 65; BB579 growth dn: -38; bCat KO growth: 58; Measles CPE: 6

Results for COc1ccnc(CSC(N)=Nc2cccc(C(F)(F)F)c2)c1 ?
Phagocyt inh: -1; NPY Y2 blocker: 0; MRP1 act: -3.0; Yeast life ext: -5; E-sel TNF inh: 3; GALR2 antag: 7; HCT116 PTEN-null: 76; BB579 growth dn: -22; bCat KO growth: 81; Measles CPE: 18

Results for COc1ccccc1N1C(=O)CCC1(C#N)c1ccccc1 (centres undefined) ?
Phagocyt inh: -1; NPY Y2 blocker: 5; MRP1 act: -0.4; Yeast life ext: -8; E-sel TNF inh: -2; GALR2 antag: -1; HCT116 PTEN-null: 100; BB579 growth dn: -23; bCat KO growth: 88; Measles CPE: 20

What do the screens show for `Cc1ccccc1OCC(=O)OC1CCN(C)CC1`?
NPY Y2 blocker: -1; MRP1 act: -0.4; Yeast life ext: -6; E-sel TNF inh: -14; GALR2 antag: 2; HCT116 PTEN-null: 95; BB579 growth dn: -29; bCat KO growth: 91; Measles CPE: 1

How did CCOc1ccc(Cl)cc1CSc1ncn[nH]1 do in these assays?
Phagocyt inh: 0; NPY Y2 blocker: 2; MRP1 act: 4.3; Yeast life ext: -3; GALR2 antag: -2; HCT116 PTEN-null: 94; BB579 growth dn: -28; bCat KO growth: 85; Measles CPE: 13

How did O=C(CSc1nnc(-c2ccccn2)n1-c1ccc(Cl)cc1)Nc1ccc2c(c1)OCO2 do in these assays?
Phagocyt inh: 6; NPY Y2 blocker: 2; MRP1 act: 0.6; Yeast life ext: -5; E-sel TNF inh: -1; GALR2 antag: 4; HCT116 PTEN-null: 94&87; BB579 growth dn: -33; bCat KO growth: 99; Measles CPE: 4

Results for COC(=O)c1ccc(C2C(C#N)=C(N)Oc3cc(C)n(C)c(=O)c32)cc1 (centres undefined) ?
Phagocyt inh: -1; NPY Y2 blocker: 3; MRP1 act: -2.6; Yeast life ext: 0; E-sel TNF inh: 6; GALR2 antag: -8; HCT116 PTEN-null: 89; BB579 growth dn: -1; bCat KO growth: 93; Measles CPE: 34

How did Cn1c(=N)n(CC(=O)O)c2ccccc21 do in these assays?
Phagocyt inh: 4; NPY Y2 blocker: 3; MRP1 act: 0.1; Yeast life ext: -8; E-sel TNF inh: -12; GALR2 antag: 4; HCT116 PTEN-null: 103; BB579 growth dn: -38; bCat KO growth: 94; Measles CPE: 8

How did CC1CCCN(CC(O)CN)C1 (centres undefined) do in these assays?
NPY Y2 blocker: 2; MRP1 act: -1.1; E-sel TNF inh: -3; GALR2 antag: -1; HCT116 PTEN-null: 105; BB579 growth dn: -9; bCat KO growth: 84; Measles CPE: 5

Results for O=c1c2ccccc2oc2nc3ccn(Cc4ccncc4)c(=O)c3cc12 ?
Phagocyt inh: -3; NPY Y2 blocker: 1; MRP1 act: 3.3; Yeast life ext: -26; E-sel TNF inh: 17; GALR2 antag: -13; HCT116 PTEN-null: 89; BB579 growth dn: -27; bCat KO growth: 93; Measles CPE: 7

How did CCOC(=O)N1CCC(n2c(=S)[nH]c3cc(OCC)c(OCC)cc3c2=O)CC1 do in these assays?
Phagocyt inh: -1; NPY Y2 blocker: 3; MRP1 act: -0.7; Yeast life ext: -6; GALR2 antag: 5; HCT116 PTEN-null: 84; BB579 growth dn: -70; bCat KO growth: 86; Measles CPE: 10

What do the screens show for `CCN(CC)C(=O)CSc1nc2ccccc2c(=O)n1OC(C)C`?
Phagocyt inh: 0; NPY Y2 blocker: 8; MRP1 act: -3.0; Yeast life ext: -5; E-sel TNF inh: 15; GALR2 antag: -9; HCT116 PTEN-null: 85; BB579 growth dn: -42; bCat KO growth: 90; Measles CPE: 4

How did Cc1c(C(=O)Nc2ccc3c(c2)OCCO3)sc2nc(-c3ccccc3)cn12 do in these assays?
NPY Y2 blocker: 9; MRP1 act: -5.6; E-sel TNF inh: 13; GALR2 antag: 9; HCT116 PTEN-null: 21; BB579 growth dn: 4; bCat KO growth: 14; Measles CPE: 7

What do the screens show for `CCOC(=O)c1c(CN2CCN(CCO)CC2)n(C)c2cc(Br)c(OC)cc12`?
Phagocyt inh: -4; NPY Y2 blocker: 1; MRP1 act: -5.5; Yeast life ext: -11; GALR2 antag: -11; HCT116 PTEN-null: 41; BB579 growth dn: 6; bCat KO growth: 54; Measles CPE: 9

Results for CCOc1ccc(-c2cc(N)n(S(=O)(=O)c3ccc(OC)c(OC)c3)n2)cc1 ?
Phagocyt inh: 0; NPY Y2 blocker: 3; MRP1 act: 0.3; Yeast life ext: -13; GALR2 antag: 9; HCT116 PTEN-null: 95; BB579 growth dn: -39; bCat KO growth: 88; Measles CPE: 5

How did CC1CCC(NC(=O)Cn2c(=O)[nH]c3ccsc3c2=O)CC1 (centres undefined) do in these assays?
Phagocyt inh: 2; NPY Y2 blocker: 0; MRP1 act: 0.9; Yeast life ext: -4; GALR2 antag: 6; HCT116 PTEN-null: 96; BB579 growth dn: -43; bCat KO growth: 98; Measles CPE: 20

How did O=C(N1CCOCC1)N1CCN(c2nc(-c3ccc(F)cc3)cs2)CC1 do in these assays?
Phagocyt inh: -1; NPY Y2 blocker: 3; MRP1 act: -1.6; Yeast life ext: -10; E-sel TNF inh: -18; GALR2 antag: -1; HCT116 PTEN-null: 107; BB579 growth dn: -37; bCat KO growth: 103; Measles CPE: 5

What do the screens show for `CC(C)CCn1c(Sc2nc3ccccc3s2)nc2c1c(=O)[nH]c(=O)n2C`?
Phagocyt inh: 0; NPY Y2 blocker: 5; MRP1 act: -3.9; Yeast life ext: -2; E-sel TNF inh: -19; GALR2 antag: -13; HCT116 PTEN-null: 73; BB579 growth dn: -18; bCat KO growth: 71; Measles CPE: 5

2 entries drawn at random from those above, as already listed:
How did CC1CCC(NC(=O)Cn2c(=O)[nH]c3ccsc3c2=O)CC1 (centres undefined) do in these assays?
Phagocyt inh: 2; NPY Y2 blocker: 0; MRP1 act: 0.9; Yeast life ext: -4; GALR2 antag: 6; HCT116 PTEN-null: 96; BB579 growth dn: -43; bCat KO growth: 98; Measles CPE: 20

Results for O=c1c2ccccc2oc2nc3ccn(Cc4ccncc4)c(=O)c3cc12 ?
Phagocyt inh: -3; NPY Y2 blocker: 1; MRP1 act: 3.3; Yeast life ext: -26; E-sel TNF inh: 17; GALR2 antag: -13; HCT116 PTEN-null: 89; BB579 growth dn: -27; bCat KO growth: 93; Measles CPE: 7

Other compounds:
What do the screens show for `CCOc1ccc(S(=O)(=O)c2c(C(=O)c3ccc(C)cc3)cnc3cc4c(cc23)OCCO4)cc1`?
Phagocyt inh: 2; NPY Y2 blocker: 4; MRP1 act: -4.2; Yeast life ext: 6; E-sel TNF inh: 5; GALR2 antag: 6; HCT116 PTEN-null: 73; BB579 growth dn: -27; bCat KO growth: 85; Measles CPE: 16

How did O=C(NCCCn1ccnc1)c1cc([N+](=O)[O-])cc([N+](=O)[O-])c1 do in these assays?
Phagocyt inh: -8; NPY Y2 blocker: 1; MRP1 act: -1.9; Yeast life ext: 0; E-sel TNF inh: -5; GALR2 antag: 2; HCT116 PTEN-null: 98; BB579 growth dn: -35; bCat KO growth: 96; Measles CPE: 4

Results for CC1(C)CC(C(CC(=O)O)c2ccccc2)CCO1 (centres undefined) ?
Phagocyt inh: 1; NPY Y2 blocker: 3; MRP1 act: -0.9; Yeast life ext: -8; GALR2 antag: -3; HCT116 PTEN-null: 96; BB579 growth dn: -38; bCat KO growth: 89; Measles CPE: 7

What do the screens show for `Cn1c(=O)c(C(=O)CSc2nncs2)c(N)n(Cc2ccccc2)c1=O`?
Phagocyt inh: -1; NPY Y2 blocker: 1; MRP1 act: 1.5; Yeast life ext: -13; E-sel TNF inh: 11; GALR2 antag: -6; HCT116 PTEN-null: 91; BB579 growth dn: -48; bCat KO growth: 92; Measles CPE: 7

What do the screens show for `COC(=O)C1=C(N)N(c2ccccc2C(F)(F)F)C2=C(C(=O)CCC2)C1c1ccc2c(c1)OCO2` (centres undefined)?
Phagocyt inh: -7; NPY Y2 blocker: 3; MRP1 act: 0.6; Yeast life ext: -2; E-sel TNF inh: -7; GALR2 antag: 4; HCT116 PTEN-null: 74; BB579 growth dn: -19; bCat KO growth: 83; Measles CPE: 10

How did CCOC(=O)c1cnn(CC2CCCCC2)c1N do in these assays?
Phagocyt inh: 0; NPY Y2 blocker: 0; MRP1 act: -0.7; Yeast life ext: -8; E-sel TNF inh: -26; GALR2 antag: -2; HCT116 PTEN-null: 89; BB579 growth dn: 1; bCat KO growth: 87; Measles CPE: 11

Results for O=C(NC1CCCCC1)N1CCCC(c2nc(-c3ccc(S(=O)(=O)N4CCCC4)cc3)no2)C1 (centres undefined) ?
Phagocyt inh: -1; NPY Y2 blocker: -1; MRP1 act: -1.8; Yeast life ext: -5; E-sel TNF inh: -24; GALR2 antag: 3; HCT116 PTEN-null: 63; BB579 growth dn: -75; bCat KO growth: 69; Measles CPE: 4

Results for O=S(=O)(Nc1ccc2c(c1)CCC2)c1cccs1 ?
Phagocyt inh: 0; NPY Y2 blocker: 0; MRP1 act: 0.1; Yeast life ext: 2; GALR2 antag: -7; HCT116 PTEN-null: 92; BB579 growth dn: -44; bCat KO growth: 94; Measles CPE: 30

How did CN(CC(=O)Nc1cccc2c1CCCC2)S(=O)(=O)c1ccccc1 do in these assays?
NPY Y2 blocker: -1; MRP1 act: -0.6; Yeast life ext: -2; E-sel TNF inh: -11; GALR2 antag: 10; HCT116 PTEN-null: 92; BB579 growth dn: -9; bCat KO growth: 92; Measles CPE: 6

Results for Nn1c(SCC(=O)Nc2ccc3c(c2)OCO3)nnc1-c1ccncc1 ?
Phagocyt inh: 0; NPY Y2 blocker: 1; MRP1 act: -2.5; Yeast life ext: -5; E-sel TNF inh: -17; GALR2 antag: -14; HCT116 PTEN-null: 96; BB579 growth dn: -36; bCat KO growth: 92; Measles CPE: 14

High-throughput results (PubChem)
